# M4 antag = antagonists of human muscarinic M4 receptor (CHRM4) | P08173 | CHO-hM4 cells, ACh EC80, Fluo-8 calcium fluorescence | inhibition, % at 3 µM | 0.73% of 360,000 active | AID 624125;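 active means inhibition above its plate's cutoff, the mean inhibition of sample wells plus 3 SD, cut at about 27% in these data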;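 further: 0% = acetylcholine EC80 with DMSO and 100% = DMSO without agonist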
# Target sequence (P08173 whole entry, looked up): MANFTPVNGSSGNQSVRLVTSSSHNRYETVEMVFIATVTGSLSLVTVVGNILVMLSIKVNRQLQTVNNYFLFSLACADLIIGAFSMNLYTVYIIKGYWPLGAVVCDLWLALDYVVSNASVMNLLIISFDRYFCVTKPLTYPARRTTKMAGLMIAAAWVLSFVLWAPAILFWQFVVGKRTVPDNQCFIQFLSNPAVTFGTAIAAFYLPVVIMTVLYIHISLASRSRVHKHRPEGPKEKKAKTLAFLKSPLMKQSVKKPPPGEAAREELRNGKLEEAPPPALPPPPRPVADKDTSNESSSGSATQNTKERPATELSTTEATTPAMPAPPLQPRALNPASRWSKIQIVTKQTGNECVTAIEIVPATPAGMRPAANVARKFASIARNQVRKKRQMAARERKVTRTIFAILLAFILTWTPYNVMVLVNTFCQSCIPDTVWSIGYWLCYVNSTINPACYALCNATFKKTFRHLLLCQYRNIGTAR
# M5 PAM = potentiates acetylcholine response at human M5 receptor; activation, % at 3 µM; CHO-K1 hM5, Fluo-8 calcium, ACh EC20 PAM; 0% = ACh EC20, 100% = ACh EC100; 0.3% of 360,000 active;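 active means activation above the run cutoff, the mean activation of all test compounds plus 3 SD, cut at about 18% in these data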
# Target sequence (P08912 whole entry, looked up): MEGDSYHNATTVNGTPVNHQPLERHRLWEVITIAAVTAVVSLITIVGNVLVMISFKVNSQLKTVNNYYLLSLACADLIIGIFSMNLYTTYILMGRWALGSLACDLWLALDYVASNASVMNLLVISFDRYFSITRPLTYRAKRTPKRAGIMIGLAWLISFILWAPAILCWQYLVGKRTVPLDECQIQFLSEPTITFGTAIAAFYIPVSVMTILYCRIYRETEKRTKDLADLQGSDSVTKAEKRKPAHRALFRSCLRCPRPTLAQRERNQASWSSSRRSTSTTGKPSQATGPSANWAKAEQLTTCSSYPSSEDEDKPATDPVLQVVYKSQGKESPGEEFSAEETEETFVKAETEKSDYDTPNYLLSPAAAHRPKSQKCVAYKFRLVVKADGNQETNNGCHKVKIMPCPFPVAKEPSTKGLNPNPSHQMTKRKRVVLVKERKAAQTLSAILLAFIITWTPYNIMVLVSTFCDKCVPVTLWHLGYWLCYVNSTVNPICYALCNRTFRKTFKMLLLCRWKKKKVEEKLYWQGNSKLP
#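 System – CHO-K1 hM5 cells · Compound – 3 µM, single dose · Incubation – compound preincubation 140 s before EC20 acetylcholine addition · Technique – Fluo-8 calcium fluorescence · Measure – Max/basal fluorescence ratio as % of EC20–EC100 ACh window · Benchmarks – low control EC20 acetylcholine (0%), high control EC100 acetylcholine (100%) · Replication – singlicate, one well per test compound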
# M5 antag = blocks acetylcholine activation of human M5 receptor; AID 624040; P08912; inhibition, % at 3 µM; 0.59% of 360,000 active; CHO-hM5 cells, Fluo-8 calcium fluorescence, ACh EC80;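 active means inhibition above a per-plate cutoff, the mean of that plate's test compounds plus 3 SD, cut at about 27% in these data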;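 further: 0% = acetylcholine EC80 with DMSO and 100% = DMSO without agonist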
# M4 PAM = potentiates acetylcholine response at human M4 receptor. P08173. CHO-K1 hM4/Gqi5, Fluo-8 calcium fluorescence, ACh EC20; 0% = ACh EC20, 100% = maximal ACh. AID 624126. 0.4% of 360,000 active. activation, % at 3 µM;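 active means activation above its plate's cutoff, the mean activation of sample wells plus 3 SD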; further: some results filed as inactive read as strong as hits
# CRFBP-R2 agonist = CRF-BP/CRF-R2 complex agonism | HEK293 CRF-R2/CRF-BP, calcium dye fluorescence (FLIPR); percent of saturating CRF peptide response | AID 588473 | 0.46% of 350,000 active | activation, % at 13.2 µM;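 active means activation of at least 50%, plus an integration ratio under a set limit after plate pattern correction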;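 further: plate controls were neutral control wells without compound for no effect and CRF at EC100 for full effect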
# CHRM1 PAM = potentiates human M1 receptor response to acetylcholine; P11229; CHO-K1 hM1, Fluo-8 calcium fluorescence, ACh EC20; 0% = ACh EC20, 100% = maximal ACh; activation, % at 3 µM; 0.088% of 360,000 active; in the data active means activation above about 19%, passing the limit was not always enough
# M1 antag = human CHRM1 antagonism | inhibition, % at 3 µM | 1.3% of 360,000 active | CHO-K1 hM1, Fluo-8 calcium fluorescence, ACh EC80 antagonist | AID 588852 | P11229;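 active means percent inhibition above its own plate's cutoff, namely the mean of that plate's compound wells plus 3 SD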;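 further: peak over basal fluorescence ratio during 140 s after agonist addition; 0% = ACh EC80 plus DMSO and 100% = DMSO alone without agonist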
# M5 ag = agonists of human muscarinic M5 receptor (CHRM5) | activation, % at 3 µM | AID 624037 | CHO-K1 hM5 cells, Fluo-8 calcium fluorescence; 0% DMSO wells, 100% maximal acetylcholine response | P08912 | 0.19% of 360,000 active;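 active means activation above the run's mean over test compounds plus 3 SD, cut at about 23% in these data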;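 further: signal is peak over basal fluorescence ratio across the kinetic read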
# CHRM4 agonist = agonists of human muscarinic M4 receptor (CHRM4); 0.14% of 360,000 active; activation, % at 3 µM; CHO-K1 hM4/Gqi5, Fluo-8 calcium fluorescence; vehicle 0%, full acetylcholine response 100%;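 active means activation above the run mean over all test wells plus 3 SD, cut at about 32% in these data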;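 further: peak over basal fluorescence ratio per well then scaled between controls; 0% = DMSO wells and 100% = acetylcholine at EC100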
# An asterisk follows results filed as active.
[1] C=CCN(c1ccccc1)S(=O)(=O)c1cccc(C(=O)N2CC(C)CC(C)C2)c1 (stereo not given)
[2] CCc1ccc(NC(=O)COC(=O)c2cccs2)cc1
[3] CCC(C)c1ccccc1OCCOCCN1CCCC1 (stereo not given)
[4] COC(=O)c1sccc1NC(=O)Nc1cc(C)ccc1OC
[5] c1ccc(Cc2cc[n+](Cc3ccccn3)cc2)cc1
[6] O=C1OC(NC(=O)c2ccccc2)C(n2cc(CO)nn2)=C1Cl (stereo not given)
[7] O=C(O)c1ccc(S(=O)(=O)NC2CC2)cc1
[8] COc1cc(C(=O)OCc2ccccc2C#N)ccc1OCC(=O)N1CCOCC1
[9] CCOc1ccccc1OCC(=O)NCc1ccco1
[10] O=C(/C=C/c1ccc([N+](=O)[O-])cc1)c1ccco1
compound no.,1,2,3,4,5,6,7,8,9,10
M4 antag,-13,-2,2,-2,5,-8,9,-3,2,-9
M5 PAM,-3,-4,-11,-1,-2,-2,-1,10,1,5
M5 antag,-4,12,0,7,13,5,9,-1,-8,6
M4 PAM,-2,4,-21,-2,-10,3,-6,5,3,4
CRFBP-R2 agonist,0.8,-1.4,0.0,-0.3,0.6,-1.1,3.2,-0.4,7.1,3.0
CHRM1 PAM,-3,1,-17,7,4,5,7,2,10,9
M1 antag,3,-5,18,-8,-5,-3,-12,3,-5,-20
M5 ag,-1,-4,-7,-3,-15,-6,-3,3,0,1
CHRM4 agonist,5,1,2,0,1,1,0,1,0,2

[11] CN(C)c1oc(-c2ccccc2[N+](=O)[O-])nc1C#N
[12] CC(C)n1ncc2c(C(=O)NCCc3ccc(S(N)(=O)=O)cc3)cc(C3CC3)nc21
[13] COc1ccc(N2CC(C(=O)NCCC3=CCCCC3)CC2=O)c(OC)c1 (stereo not given)
[14] Nc1ccccc1SCc1cn2ccccc2n1
[15] CN(Cc1ccccc1)C1CCNCC1
[16] O=C(c1ccc(Br)cc1)c1cc([N+](=O)[O-])ccc1N1CCCCC1
[17] O=C(c1cc2cc(F)ccc2[nH]1)N1CCC(Cc2ccccc2)CC1
[18] N#CC(C#N)=C/C=C(\Nc1ccc(Cl)cc1)c1ccc(Cl)cc1
[19] CCCCOCCCNCc1cccn1CCN1CCOCC1
[20] O=C(Nc1cccc(S(=O)(=O)C(F)F)c1)c1ccc(S(=O)(=O)N2CCCC2)cc1
compound no.,11,12,13,14,15,16,17,18,19,20
M4 antag,15,-2,5,-2,0,-6,10,2,10,4
M5 PAM,-9,0,7,0,1,-4,-2,-9,-7,-17
M5 antag,1,2,-2,-3,7,-2,9,16,16,20
M4 PAM,-6,0,-1,-12,0,-1,-11,-42,-2,-11
CRFBP-R2 agonist,1.7,-2.9,0.2,-0.9,-2.3,0.7,0.4,15,3.5,24
CHRM1 PAM,-1,2,4,6,-4,-4,-15,-6,7,-21
M1 antag,9,0,-6,-15,6,10,10,14,-11,21
M5 ag,11,1,-3,-1,-4,-6,-6,-10,-5,0
CHRM4 agonist,19,2,1,-1,2,-2,1,5,0,25

[21] O=C(CSc1nccn(-c2ccc(Br)cc2)c1=O)NC1CCCC1
[22] COc1cccc(NC(=O)CN(C)C(=O)/C=C/c2ccc3ccccc3n2)c1
[23] Cc1cc(C(=O)CCC(=O)NC(C)c2ccc(S(N)(=O)=O)cc2)c(C)s1 (stereo not given)
[24] COc1ccc(C(C(=O)NC(C)(C)C)N(C(=O)CCC(=O)Nc2cc(C)on2)c2c(C)cccc2C)cc1 (stereo not given)
[25] CCCn1c(=O)c2sccc2n2c(CCCC(=O)NCC3CCCO3)nnc12 (stereo not given)
[26] O=C(NCc1ccco1)C12CC3CC(CC(C3)C1)C2
[27] Cc1ccc(NC(=O)CC2SC3=NCCN3C2=O)cc1 (stereo not given)
[28] CC(C)(C)C(=O)CNS(=O)(=O)c1ccc(S(=O)(=O)NC2CCCC2)cc1
[29] Cc1ccc(C(=O)n2c(N)nc3ccccc32)cc1
[30] CCCS(=O)(=O)N1CCN(C(=O)COc2ccc(-c3ccccc3)cc2)CC1
compound no.,21,22,23,24,25,26,27,28,29,30
M4 antag,-11,-2,-1,2,4,-10,2,1,-9,5
M5 PAM,9,-1,-3,6,-2,-5,-3,-5,0,-1
M5 antag,-11,3,7,2,8,2,5,3,-2,3
M4 PAM,6,4,7,4,1,9,4,-2,0,-9
CRFBP-R2 agonist,3.7,0.0,-0.3,2.8,-1.1,1.2,-1.1,6.0,0.9,-0.2
CHRM1 PAM,6,9,14,10,7,10,10,1,6,10
M1 antag,-6,2,-26,-8,-14,-12,-3,-4,1,-13
M5 ag,-3,-2,1,1,-2,-4,-3,8,0,2
CHRM4 agonist,3,2,1,4,1,0,-1,7,4,7

# Whole records from above. Order of screens: M4 antag | M5 PAM | M5 antag | M4 PAM | CRFBP-R2 agonist | CHRM1 PAM | M1 antag | M5 ag | CHRM4 agonist
# Shown for `Cc1cc(C(=O)CCC(=O)NC(C)c2ccc(S(N)(=O)=O)cc2)c(C)s1` (stereo not given) → -1 | -3 | 7 | 7 | -0.3 | 14 | -26 | 1 | 1
# Shown for `CCOc1ccccc1OCC(=O)NCc1ccco1` → 2 | 1 | -8 | 3 | 7.1 | 10 | -5 | 0 | 0
# Shown for `Nc1ccccc1SCc1cn2ccccc2n1` → -2 | 0 | -3 | -12 | -0.9 | 6 | -15 | -1 | -1
# Shown for `O=C(c1ccc(Br)cc1)c1cc([N+](=O)[O-])ccc1N1CCCCC1` → -6 | -4 | -2 | -1 | 0.7 | -4 | 10 | -6 | -2
# Shown for `O=C1OC(NC(=O)c2ccccc2)C(n2cc(CO)nn2)=C1Cl` (stereo not given) → -8 | -2 | 5 | 3 | -1.1 | 5 | -3 | -6 | 1

# Other results follow.
[31] COc1cccc(N2C(=O)CC(N3CCC(c4nc5ccccc5[nH]4)CC3)C2=O)c1 (stereo not given)
[32] CN(C)CCN(Cc1ccccc1)S(=O)(=O)c1ccc2c(c1)n(C)c(=O)c(=O)n2C
[33] CCN(C(=O)COC(=O)/C(=C/c1ccccc1)n1nnnc1C)C1CCCCC1
[34] Cc1cc(NC(=O)c2cc3n(n2)C(C(F)(F)F)CC(c2ccco2)N3)n(-c2ccccc2)n1 (stereo not given)
[35] CC1CCN(C(=O)c2cc3nc(C4CC4)cc(C(F)(F)F)n3n2)CC1
[36] COc1ccc(-c2ccnc3cc(C(=O)O)nn23)cc1
[37] CC(=O)c1ccc(NC(=O)C(C)OC(=O)c2cccc(-n3cnnn3)c2)cc1 (stereo not given)
[38] COc1ccc(C(=O)NCC(=O)Nc2ccc(F)cc2)cc1OC
[39] N/C(Cc1ccc([N+](=O)[O-])cc1)=N\OC(=O)COc1ccc2ccccc2c1
[40] COCCCNC(=O)CC(NCCCOC)C(=O)O (stereo not given)
compound no.,31,32,33,34,35,36,37,38,39,40
M4 antag,-6,13,3,-7,-6,-1,1,0,0,1
M5 PAM,2,1,-8,-13,5,-7,-5,-2,-5,1
M5 antag,-2,4,5,4,-10,3,4,-1,-2,-8
M4 PAM,3,-13,-1,-7,-2,3,2,1,-6,8
CRFBP-R2 agonist,-0.1,1.4,0.3,-0.8,-2.1,-0.2,-1.2,1.7,-0.4,1.8
CHRM1 PAM,9,2,8,0,6,-2,7,1,-9,7
M1 antag,-18,1,-7,1,-6,3,-7,-1,11,-12
M5 ag,-3,-3,0,-2,-2,-2,2,1,3,1
CHRM4 agonist,2,0,2,7,3,1,3,0,3,0

# Of the compounds above, these contain a furan ring, fused or not:
[9] CCOc1ccccc1OCC(=O)NCc1ccco1
[10] O=C(/C=C/c1ccc([N+](=O)[O-])cc1)c1ccco1
[26] O=C(NCc1ccco1)C12CC3CC(CC(C3)C1)C2
[34] Cc1cc(NC(=O)c2cc3n(n2)C(C(F)(F)F)CC(c2ccco2)N3)n(-c2ccccc2)n1 (stereo not given)
compound no.,9,10,26,34
M4 antag,2,-9,-10,-7
M5 PAM,1,5,-5,-13
M5 antag,-8,6,2,4
M4 PAM,3,4,9,-7
CRFBP-R2 agonist,7.1,3.0,1.2,-0.8
CHRM1 PAM,10,9,10,0
M1 antag,-5,-20,-12,1
M5 ag,0,1,-4,-2
CHRM4 agonist,0,2,0,7

# New compounds follow:
[41] CCOc1ccc(Br)cc1-c1noc(-c2cccs2)n1
[42] CC12CCC(C(N)C1=O)C2(C)C (stereo not given)
[43] CC(=O)NC(Cc1ccc(C)cc1)C(=O)NC1CCN(S(=O)(=O)c2ccccc2)CC1 (stereo not given)
[44] CCOC(=O)CP(=O)(c1ccccc1)c1ccccc1
[45] CSc1sc(C(=O)NNC(C)=O)c2c1C1(CCC2)SCCS1
[46] Cc1cnc(NC(=O)c2ccc(-c3ccc([N+](=O)[O-])cc3)o2)s1
[47] CCOC(=O)c1cc(C)sc1NC(=O)c1ccc(Cl)s1
[48] O=C(NCC1CCCO1)c1ccccc1-c1nc(-c2ccccc2Cl)no1 (stereo not given)
[49] Cn1nnc2cc(NC(=O)Nc3cccc(Cl)c3)ccc21
[50] NC(=O)Cc1ccc(C(=O)c2ccc(F)cc2)s1
[51] COc1ccc(CNC(C)(C)C)cc1Cl
[52] CC(=O)c1cccc(OCC(O)CNCC2COc3ccccc3O2)c1 (stereo not given)
compound no.,41,42,43,44,45,46,47,48,49,50,51,52
M4 antag,-15,7,-11,4,6,-8,-5,7,1,-3,6,8
M5 PAM,1,6,-4,-3,-3,-20,-4,-13,7,-4,12,-4
M5 antag,-10,14,17,0,15,7,1,10,3,-12,-9,9
M4 PAM,22,-3,-4,4,-4,12,9,-26,3,3,5,-2
CRFBP-R2 agonist,3.7,-2.1,0.1,-0.8,-1.9,-0.8,1.0,-3.8,8.4,-2.2,-0.1,-0.3
CHRM1 PAM,-2,-7,0,6,14,-1,3,-3,14,8,-2,6
M1 antag,-4,11,1,6,-8,0,-4,6,-12,1,7,-4
M5 ag,-1,2,-2,3,2,-2,-4,3,-1,2,-1,-2
CHRM4 agonist,0,0,2,0,2,3,1,12,1,1,0,4
